Compound activity: PubChem BioAssay, several laboratories
RGS4 pot: RGS4 potentiation or activation | HEK293 M3R/inducible RGS4, carbachol calcium flux Fluo4; active compounds read low | B-score at 10 µM | 310,000 compounds, 0.92% hits;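 active = B-score of the integrated calcium signal more than 4 SD below the library mean, with starting fluorescence not abnormally high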;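 note: negative B-score means reduced calcium response which marks RGS4 activation or potentiation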
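test system = HEK293 cells with stable M3R and inducible RGS4 | schedule = recording 10 s baseline at 1 Hz, 100 s post-agonist | technique = Fluo4-AM (2 µM) calcium-flux fluorescence, kinetic read | measure = Agonist-evoked peak-minus-minimum fluorescence over baseline, integrated ratio, B score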
KCNQ1 block: blocks the human KCNQ1 potassium channel; CHO-K1 KCNQ1, FluxOR thallium flux fluorescence; active compounds read high; P51787; B-score at 10 µM; 310,000 compounds, 1.3% hits;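 active = compounds whose thallium flux B-score, printed positive for inhibition, exceeds three library SD while starting fluorescence stays within three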;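 note: channel opened by potassium depolarization with thallium stimulus after 20 min compound exposure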
Target sequence (P51787 whole entry, looked up): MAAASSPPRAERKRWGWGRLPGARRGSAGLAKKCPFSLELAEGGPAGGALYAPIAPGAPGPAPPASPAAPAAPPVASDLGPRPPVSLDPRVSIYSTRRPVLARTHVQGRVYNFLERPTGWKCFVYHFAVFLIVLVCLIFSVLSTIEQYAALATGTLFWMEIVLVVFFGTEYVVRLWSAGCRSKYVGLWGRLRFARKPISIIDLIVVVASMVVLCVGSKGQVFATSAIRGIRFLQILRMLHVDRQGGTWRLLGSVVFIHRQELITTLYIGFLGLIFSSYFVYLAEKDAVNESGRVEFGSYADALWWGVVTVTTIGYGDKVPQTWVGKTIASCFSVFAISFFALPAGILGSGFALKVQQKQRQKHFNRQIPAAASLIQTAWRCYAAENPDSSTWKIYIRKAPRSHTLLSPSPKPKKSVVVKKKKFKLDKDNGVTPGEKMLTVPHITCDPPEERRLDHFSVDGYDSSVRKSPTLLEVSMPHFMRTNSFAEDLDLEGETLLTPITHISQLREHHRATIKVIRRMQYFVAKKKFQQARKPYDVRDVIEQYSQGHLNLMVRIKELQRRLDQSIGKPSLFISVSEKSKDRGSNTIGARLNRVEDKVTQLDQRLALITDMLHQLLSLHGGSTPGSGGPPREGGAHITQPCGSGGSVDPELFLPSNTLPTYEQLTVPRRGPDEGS
KCNQ1 act: human KCNQ1 channel potentiation or activation; 310,000 compounds, 0.35% hits; CHO-K1 KCNQ1, thallium flux FluxOR fluorescence; active compounds read high; P51787; B-score at 10 µM;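 active = fluorescence ratio B-score, a plate-corrected score, at least three library SD, with initial intensity B-score within 5 SD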
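Medium – assay buffer, equal DMSO in all wells · Material – CHO-K1 cell line with stable KCNQ1 potassium channel expression · Signal – kinetic FluxOR thallium fluorescence, 10-s 1-Hz baseline, 110-s post-stimulus read · Compound – single concentration per compound, DMSO matched to controls · Schedule – 37 °C overnight plating, 90-min dark dye load, 20-min compound pretreatment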
RGS4 block: inhibitors of human RGS4 | AID 463165 | B-score at 10 µM | HEK293 M3R/RGS4 inducible, Fluo-4 calcium flux; active compounds read high; triggered by carbachol at its EC20 | P49798 | 310,000 compounds, 0.45% hits;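 active = B-score, a plate-corrected calcium signal, over three deviations above library mean, with baseline fluorescence within five deviations of library mean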;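 note: RGS4 expression induced by doxycycline in cells with stable M3 receptor; B-score is computed from the integrated fluorescence ratio over baseline after carbachol; higher B-score means a larger calcium signal and so more RGS4 inhibition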
GSK3B inh: blocks human GSK3beta kinase activity; P49841; GST-GSK3beta kinase, ADP-Glo luminescence, 60 min; active compounds read low; activity score (negative = inhibition), % at 10 µM; 300,000 compounds, 0.038% hits;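 active = more than half of replicate wells score below -50%, meaning over 50% inhibition versus plate controls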;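 note: 0% = median DMSO wells and -100% = median GW8510 positive control wells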
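Assay system: GST-fused GSK3beta enzyme, cell-free / Medium: Tris pH 7.5 buffer with MgCl2, DTT, BSA, heparin / Also added: peptide substrate plus 25 µM ATP (final) / Compound: 10 µM single point / Timing: kinase reaction with compound 60 min at room temperature / Detection: ADP-Glo luminescence / Benchmarks: DMSO neutral wells and GW8510 at 20 µM as positive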
PolyA inhibitor: yeast polyadenylation inhibition. calls only at 12 µM. 300,000 compounds, 0.02% hits. S. cerevisiae SKY197-pL101 polyadenylation reporter, beta-gal luminescence; efflux-impaired pdr1/pdr3 knockout yeast; score 100 = 6 SD above DMSO;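 active = lowest replicate activity score at least 50, where 100 means six control SD above control mean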;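 note: yeast exposed to compound for 9 h at 30 °C; higher score means more reporter readthrough which indicates perturbed polyadenylation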
KCNK3 inh: human KCNK3 channel inhibition, primary screen; O14649; CHO-KCNK3 thallium flux, FluxOR fluorescence; active compounds read low; B-score at 10 µM; 340,000 compounds, 0.84% hits; AID 602410;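 active = B-score under library mean minus 4 SD, starting fluorescence ratio at most library mean plus 5 SD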;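 note: more negative B-score means stronger inhibition of thallium flux through KCNK3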
KCNK9 inh: blocks the human KCNK9 two-pore domain potassium channel. Q9NPC2. HEK293 KCNK9, FluxOR thallium flux fluorescence; active compounds read low. B-score at 10 µM. 310,000 compounds, 1.2% hits. AID 488922;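 active = ratio B-score over 3 SD below the library mean, with starting fluorescence within 5 SD of its mean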;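 note: negative B-score means less thallium flux so channel inhibition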
Target sequence (Q9NPC2 whole entry, looked up, the tested form may be a part): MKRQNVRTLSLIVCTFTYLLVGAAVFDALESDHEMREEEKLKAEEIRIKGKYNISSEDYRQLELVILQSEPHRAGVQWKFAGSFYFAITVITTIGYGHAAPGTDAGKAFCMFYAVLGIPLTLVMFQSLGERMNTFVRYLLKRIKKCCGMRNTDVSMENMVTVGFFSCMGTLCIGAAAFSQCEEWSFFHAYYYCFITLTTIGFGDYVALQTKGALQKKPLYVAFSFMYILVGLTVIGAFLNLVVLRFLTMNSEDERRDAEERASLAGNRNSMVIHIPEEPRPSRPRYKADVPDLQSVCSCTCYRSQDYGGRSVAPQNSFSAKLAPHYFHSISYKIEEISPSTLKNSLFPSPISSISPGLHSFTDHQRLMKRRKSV
Dyrk1A ADPGlo: Dyrk1A (rat) kinase inhibition. Q63470. ADP-Glo luminescence, NFATc1 peptide. inhibition, % at 12.5 µM. 310,000 compounds, 0.43% hits. AID 504441; in the data active = inhibition above about 50%;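 note: plate controls were vehicle with enzyme for no effect and no enzyme for full effect; many of its hits are not listed in these tables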
GSK3A inh: inhibitors of human GSK-3 alpha kinase | 320,000 compounds, 0.1% hits | ADP-Glo luminescence, 60 min | P49840 | inhibition, % at 10 µM | AID 2650;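 in the data active = inhibition above about 50%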;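 note: GST-tagged GSK-3 alpha with peptide substrate and 25 µM ATP; 0% = DMSO neutral wells and 100% = GW8510 positive control wells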
hERG protect: shields human hERG channel from block by proarrhythmic agents; CHO-hERG, FluxOR thallium flux, dofetilide IC70 present; activation (rescue from dofetilide block), less the hit threshold, % at 10 µM; 310,000 compounds, 0.51% hits; AID 1511;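 active = activation above the mean of controls blocked by dofetilide plus 5 SD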;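 note: thallium influx through hERG after potassium depolarization seen as dye fluorescence rise; in these data hits start at about 4.7%; inactives centre near -7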
The depositor's hits bear a star; i = inactive; nt = no result given; & = joins results of further samples.

molecule	RGS4 block	KCNQ1 act	hERG protect	KCNQ1 block	KCNK3 inh	RGS4 pot	KCNK9 inh	PolyA inhibitor	GSK3A inh	GSK3B inh	Dyrk1A ADPGlo
Cc1cccc(C)c1NC(=O)c1cccc(N2C(=O)C3CCC(C)CC3C2=O)c1 (stereo not drawn)	i	i	-9	i	i	i	i	i	4	-1	-2
CC(=O)Nc1cccc(C(=O)Nc2ccc(S(=O)(=O)N3CCCCC3)cc2)c1	i	i	-9	i	i	i	i	i	-1	-8	20
Clc1cc(Br)ccc1OCCOCCN1CCOCC1	i	i	-5	i	i	i	i	i	-2	-3	-9
CCc1ccc(N(C(=O)CNC(=O)c2ccco2)C(C(=O)NC2CCCC2)c2cccnc2)cc1 (stereo not drawn)	i	i	1	i	i	i	i	i	-3	-2	-6
CCOc1ccc(NC(=O)NCCCN2CCCC2)cc1	i	i	-1	i	i	i	i	i	-1	0	0
COc1ccccc1N1CCN(C(=O)c2cc3sccc3n2C)CC1	i	i	-12	i	i	i	i	i	-4	0	nt
CN1CCc2c(c3c(n2C)CCN(C)[C@@H]3c2cccnc2)[C@H]1c1cccnc1	i	i	-8&-8	i	i	i	i	i	-6&-7	0&4	1
NC1=NC(=O)/C(=C\c2cccs2)S1	i	i	-3	i	i	i	i	i	1	0	46
COc1ccccc1N1CCN(CC(=O)c2ccc(F)cc2)CC1	i	i	-4	i	i	i	i	i	0	-4	nt
NC(=O)c1cc(-c2cccnc2)nc2ccc(Br)cc12	i	i	-9	i	i	i	i	i	0	0	nt
CC(C)Cn1c(=O)c(-[n+]2ccccc2)c([O-])c2ccccc21	i	i	-8	i	i	i	i	i	-3	2	-1
CCCCCn1c(CNC(=O)c2cccs2)nc2ccccc21	i	i	2	i	i	i	i	i	9	-2	-5
CC(C)OCCCNC(=O)c1c(N)n(/N=C/c2ccccn2)c2nc3ccccc3nc12	i	i	-18	i	i	i	i	i	0	1	-4
O=C(NOC(=O)c1c(F)cccc1Cl)c1ccc(Cl)c(Cl)c1	i	i	-7	i	i	i	i	i	-1	2	7
Cc1ccc(C)c(NC(=O)CCNS(=O)(=O)c2ccc3[nH]c(=O)oc3c2)c1	i	i	-8	i	i	i	i	i	0	2	nt
CCC(C)(C)NC(=O)c1ccc2c(c1)S(=O)(=O)c1ccccc1C2=O	i	i	-6	i	i	i	i	i	-3	-6	0
O=C(O)c1cc(Cl)c(Cl)cc1C(=O)NCc1ccco1	i	i	-8	i	i	i	i	i	-2	nt	16
CCCCC(=O)N/N=C/c1sccc1C	i	i	-2	i	i	i	i	i	0	-7	-3
CCOC(=O)c1ccc(N/C=C/C(=O)c2ccc(OC)cc2)cc1	i	i	-12	i	i	i	i	i	-4	-3	3
O=C(COc1ccc2ccc(=O)oc2c1)Nc1nccs1	i	i	-8	i	i	i	i	i	6	-5	7
COc1ccc(/C=N/NC(=O)CN2CCCC2)cc1	i	i	-4	i	i	i	i	i	1	1	nt
Cc1cccc(OCC(=O)O/N=C(\N)Cc2ccc([N+](=O)[O-])cc2)c1	i	i	-8	i	i	i	i	i	0	-2	-5
COc1ccc2c(c1)SCCC2=O	i	i	-3	i	i	i	i	i	-1	-1	-2
CCC(C)(NC(=O)CNC(C)=O)C(=O)NC1CCCCC1 (stereo not drawn)	i	i	-5	i	i	i	i	i	-1	2	0
O=C(c1cccc([N+](=O)[O-])c1)N1CCCN(C(=O)c2cccc([N+](=O)[O-])c2)CC1	i	i	-11	i	i	i	i	i	0	-2	-2
COc1ccc(S(=O)(=O)Nc2c(O)c3ccccc3oc2=O)cc1	i	i	-8	i	i	i	i	i	-2	-3	2
O=C(O)c1ccc2c(c1)C(=O)N(c1ccc(C(=O)OCC(=O)c3ccccc3)cc1)C2=O	i	i	-3	i	i	i	i	i	-4	-3	1
COc1ccccc1N1CCN(CC(=O)Nc2nccs2)CC1	i	i	-6	i	i	i	i	i	2	2	-6
O=C(O)C1Nc2c(Cl)cc(Cl)c(Cl)c2C2C=CCC12 (stereo not drawn)	i	i	-3	i	i	i	i	i	1	0	29
COc1ccc(-n2nc(C(=O)N3CCC(N4CCCCC4)CC3)c3c4ccccc4n(C)c3c2=O)cc1	i	i	-7	i	i	i	i	i	-2	-1	0
CNC(=O)c1[nH]cnc1C(=O)N[C@@H](CCCCNC(=O)OC(C)(C)C)C(=O)OC(C)(C)C	i	i	-3	i	i	i	i	i	-1	2	11
NC(=O)C1CCN(CC(=O)N2N=CCC2c2ccccc2)CC1 (stereo not drawn)	i	i	-7	i	i	i	-8.9*	i	-4	-1	-3
Cc1ccc(S(=O)(=O)NN2C(=O)/C(=C/c3ccc(F)cc3)SC2=S)cc1	i	i	-2	i	i	i	i	i	-2	0	5
CC(CN1C(C)CCCC1C)OC(=O)c1ccc(Cl)cc1 (stereo not drawn)	i	i	-13	i	i	i	i	i	0	0	1
O=C(O)c1cccc(NS(=O)(=O)c2ccc(Cl)c(C(=O)Nc3cccc([N+](=O)[O-])c3)c2)c1	i	i	-3	i	i	i	i	i	0	4	nt
O=C(N/N=C/C=C/c1ccccc1[N+](=O)[O-])c1cccnc1	i	i	-10	i	i	i	i	i	16	-10	-4
COc1ccc(N2CCN(C(=O)C3CCN(C(=O)c4cccc(Cl)c4)CC3)CC2)cc1	i	i	-6	i	i	i	i	i	-1	0	-9
Cc1nc(NNC(=O)c2ccc(Cl)cc2Cl)cc(-c2ccccc2)n1	i	i	-10	i	i	i	i	i	-4	-2	4
CC(=C1C(=O)c2ccccc2C1=O)N1CCN(Cc2ccccc2)CC1	i	i	-6	i	i	i	i	i	1	-2	-7
Clc1ccccc1OCCCCN1CCCCC1	i	i	-4	i	i	i	i	i	-2	2	-1
CCOC(=O)/C(=N\Nc1ccc(Cl)cc1)Sc1nnc(-c2ccc(OC)cc2)n1C	i	i	-9	i	i	i	i	i	1	3	5
CC(OC(=O)Cc1ccccc1[N+](=O)[O-])C(=O)Nc1ccc(Cl)cn1 (stereo not drawn)	i	i	-8	i	i	i	i	i	3	-7	nt
CCN(CC)c1cc2nonc2c2nonc12	i	i	-5	i	i	i	i	i	1	5	8
CCSC1=N/C(=C\C=C2/Oc3ccccc3N2CC)C(=O)S1	i	i	-10	i	i	i	i	i	-1	-3	-3
Cc1ccc(C(C)NC(=O)C2CCCO2)cc1C (stereo not drawn)	i	i	-10	i	i	i	i	i	-1	2	-3
Cc1ccc(CCNC(=O)CN2C(=O)COc3ccc(S(=O)(=O)N4CCOCC4)cc32)cc1	i	i	-4	i	i	i	i	i	-1	2	-1
Cc1ccc(NS(=O)(=O)c2ccc(NC(=O)c3ccccc3C(=O)O)cc2)cc1C	i	i	1	i	i	i	i	i	-1	4	nt
CCCOc1ccc(/C=N/NC(=O)C(=O)Nc2ccccn2)cc1	i	i	-8	i	i	i	i	i	-3	-24	nt
COc1cccc(/C=C2\SC(=S)N(CCCC(=O)N(CCO)c3ccccc3)C2=O)c1	i	i	-9	i	i	i	i	i	0	2	-2
CCC(C)NC(=O)Nc1ccccc1C (stereo not drawn)	i	i	-1	i	i	i	i	i	24	-1	1

(continued)
molecule	RGS4 block	KCNQ1 act	hERG protect	KCNQ1 block	KCNK3 inh	RGS4 pot	KCNK9 inh	PolyA inhibitor	GSK3A inh	GSK3B inh	Dyrk1A ADPGlo
O=C(NCCCN1CCOCC1)c1cc(Cl)ccc1[N+](=O)[O-]	i	i	-3	i	i	i	i	i	-1	-3	-3
COc1ccccc1OCCn1cc(/C=N/NC(N)=S)c2ccccc21	i	i	-12	i	i	i	i	i	1	2	6
Cc1ccc(C(=O)NC2CCN(S(=O)(=O)c3ccccc3F)CC2)cc1	i	i	-3	i	i	i	i	i	0	1	-6
O=c1cc2[nH]c3ccccc3c(=O)n2nc1-c1ccccc1	i	i	-1	i	i	i	i	i	1	2	13
CC(CNS(=O)(=O)c1ccc2c(c1)CC(=O)N2C)c1ccccc1 (stereo not drawn)	i	i	-4	i	i	i	i	i	0	1	0
N=c1c(S(=O)(=O)c2ccc(Cl)cc2)cc2c(=O)n3ccccc3nc2n1CCN1CCOCC1	i	i	-7	i	i	i	i	i	-4	0	5
COC(=O)c1ccc(C(=O)OC)c(NC(=O)C2CC2)c1	i	i	-2	i	i	i	i	i	-2	5	-3
Cc1cc(NC(=O)COC(=O)c2c(C)nn(-c3ccccc3)c2C)no1	i	i	-14	i	i	i	i	i	nt	-1	-2
CCS(=O)(=O)NCCc1csc(C)n1	i	i	-1	i	i	i	i	i	-3	1	-5
COc1ccc(C(=O)Nc2ccc(S(=O)(=O)Nc3cc(C)nc(C)n3)cc2)cc1	i	i	-12	i	i	i	i	i	-2	-5	13
CC(c1ccccc1)n1cnc2ccccc2c1=O (stereo not drawn)	i	i	-5	i	i	i	i	i	-1	4	-1
O=C(N/N=C1/CCCc2ccccc21)C(c1ccccc1)c1ccccc1	i	i	-8	i	i	i	i	i	1	2	-3
CCCc1cc(C(=O)N/N=C/c2ccc(C)o2)c2ccccc2n1	i	i	-8	i	i	i	i	i	2	-1	-2
CCOC(=O)c1ccc2ncc(C(=O)OCC)c(NCCCN3CCOCC3)c2c1	i	i	-5	i	i	i	i	i	8	-7	20
CSc1nc(N)c2c3c(sc2n1)COC(C(C)C)C3 (stereo not drawn)	i	i	-5	i	i	i	i	i	-1	0	4
CCOC(=O)C1(Cc2ccc(OC)cc2)CCN(C(=O)c2cncs2)CC1	i	i	-5	i	i	i	i	i	nt	-2	2

A portion of the library; count on the stated rates, not on these rows.
